Screening results (PubChem BioAssay)
RBX1-CUL1 inh: human ROC1-CUL1 E3 ligase inhibition; inhibition, % at 10 µM; in vitro K48 di-Ub FRET, acceptor:donor ratio, 45 min; actives 0.6% (n = 140,000); in the data active = inhibition above about 25%
Target sequence (P62877 whole entry, looked up): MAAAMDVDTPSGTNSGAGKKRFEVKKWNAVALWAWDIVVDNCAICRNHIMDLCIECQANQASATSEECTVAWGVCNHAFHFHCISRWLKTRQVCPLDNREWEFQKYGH
Target sequence (Q13616 whole entry, looked up): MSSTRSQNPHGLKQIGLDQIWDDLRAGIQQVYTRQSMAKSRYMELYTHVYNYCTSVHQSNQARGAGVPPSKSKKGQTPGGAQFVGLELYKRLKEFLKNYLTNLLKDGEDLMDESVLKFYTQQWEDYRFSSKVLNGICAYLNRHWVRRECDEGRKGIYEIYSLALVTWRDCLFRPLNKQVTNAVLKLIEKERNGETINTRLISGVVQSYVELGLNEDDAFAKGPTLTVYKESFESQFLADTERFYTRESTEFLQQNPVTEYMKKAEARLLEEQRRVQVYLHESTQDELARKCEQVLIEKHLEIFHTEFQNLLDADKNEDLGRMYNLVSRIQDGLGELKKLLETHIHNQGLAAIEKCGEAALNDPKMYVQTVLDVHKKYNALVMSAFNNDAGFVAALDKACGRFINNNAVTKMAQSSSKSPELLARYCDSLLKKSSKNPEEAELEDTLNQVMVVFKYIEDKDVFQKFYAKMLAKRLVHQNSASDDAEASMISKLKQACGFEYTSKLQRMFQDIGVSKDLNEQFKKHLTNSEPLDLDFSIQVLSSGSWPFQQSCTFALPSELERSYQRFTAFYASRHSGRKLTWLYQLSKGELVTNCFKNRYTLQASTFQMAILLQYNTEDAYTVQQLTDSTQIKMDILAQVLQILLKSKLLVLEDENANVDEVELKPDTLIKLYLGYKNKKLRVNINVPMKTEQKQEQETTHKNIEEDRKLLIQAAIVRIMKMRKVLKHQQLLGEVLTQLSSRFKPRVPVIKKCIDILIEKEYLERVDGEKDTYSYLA
Starred values were filed as active, the others as inactive. This is a subset, so the mix of outcomes need not match the whole.

entry	RBX1-CUL1 inh	structure
1	-2	CCC1CN(C(=O)N2CCC(C(=O)NCCCc3ccccc3)CC2)c2ccccc2O1 (configuration not stated)
2	-6	COc1ccc(C)cc1-n1nnc(S(=O)(=O)c2ccc(C)cc2)c1C
3	15	Cc1oc(-c2cccc(Oc3ccccc3)c2)nc1CN(C)C1CCOC1 (configuration not stated)
4	-6	CCC[C@H]1C[C@H]1C(=O)N(Cc1ccncc1)CC1CCN(C2CCN(C)CC2)CC1
5	3	CS(=O)(=O)N(Cc1ccccc1Cl)c1ccc(C(=O)N/N=C/c2ccc(OCc3ccccc3Cl)cc2)cc1
6	1	COc1ccc(NC2CC(=O)N(c3ccc(N4CCOCC4)cc3)C2=O)cc1 (configuration not stated)
7	-3	C=CCNC(=S)Nc1ccc(NC(=O)CCC(=O)O)cc1
8	-2	O=C(Nc1cnn(Cc2ccc(Cl)cc2Cl)c1)c1cc2nc(-c3ccccc3)cc(C(F)(F)F)n2n1
9	-10	OCC1CCCN(C(=S)Nc2cc(F)cc(F)c2)C1 (configuration not stated)
10	4	Cc1ccc(-n2ncc(C(=O)NCc3ccccn3)c2C2CCN(C(=O)OC(C)(C)C)CC2)c(C)c1
11	-3	CCCC(=O)Nc1ccccc1C(C)C
12	-11	COc1ccc(OCCCC(=O)N2CCCC2)cc1
13	1	Cc1ccc(-c2cc(C(=O)Nc3ccccc3C(N)=O)c3ccccc3n2)o1
14	4	CCOc1cc2c(=O)c(C(=O)O)cn(CC)c2cc1N1CCN(C)CC1
15	-10	Cc1c(C#N)c2ncnc(Cl)c2n1-c1ccccc1
16	4	CCN=C1CC=CC=C(C(=O)/C=C/c2ccc3c(c2)OCO3)C1=O
17	-4	O=C(c1cccs1)c1c[nH]cc1-c1ccccc1
18	-11	O=C(Nn1nnc(-c2ccccc2)c1-c1ccccc1)c1ccccc1
19	8	CCOCCCNC1CCN(c2ccc(C(=O)N3CCN(C(=O)OCC)CC3)cc2)CC1
20	-6	Cc1ccc(CCNC(=O)c2cc3c(-c4ccccc4F)nn(C)c3s2)cc1
21	10	CC(C)(C)C1=NN(CC#N)C(=O)SC1
22	11	O=C(NC(=S)Nc1ccc2oc(-c3ccc4ccccc4c3)nc2c1)c1ccc(Br)cc1
23	-3	O=C(CCc1ccncc1)NC1CCCN(CCCc2ccccc2)C1 (configuration not stated)
24	-8	CC1=Nc2nc(C(F)(F)F)nn2C(c2ccc(C(C)C)cc2)C1C(=O)Nc1ccc(C)cc1C (configuration not stated)
25	-1	CC1CCc2nc(NC(=O)CSc3nc4ccccc4s3)sc2C1 (configuration not stated)
26	0	Cc1ccccc1S(=O)(=O)Nc1cccc(F)c1
27	-1	Cc1cccc(C)c1OCCn1c(C2CC(=O)N(c3cccc(Cl)c3)C2)nc2ccccc21 (configuration not stated)
28	-1	COc1ccccc1CNC(=O)Cn1ncn2c(cc3sccc32)c1=O
29	1	Cc1c(NC(=O)CCC(=O)O)cccc1[N+](=O)[O-]
30	-5	COCCNC(=O)c1ccc(OC)cc1OC1CCN(Cc2ccsc2)CC1
31	6	Cc1cccc(NC(=O)CN2C(=O)CCn3nc(-c4cccn4C)cc32)c1C
32	13	CC1=NC(=O)NC(c2ccc(N(C)C)cc2)C1C(=O)Nc1cccc(C)c1C (configuration not stated)
33	1	Cc1nc2sc(C)c(C)c2c(-c2ccccc2)c1-c1ccccc1
34	-8	Clc1ccc(-n2cc3c(-c4ccccc4)nnc(-c4cccs4)c3n2)cc1
35	-9	COc1ccc2cc(-c3ccccc3)ncc2c1
36	-5	COc1ccc(OC)c(C2C3=C(CC(c4ccccc4)CC3=O)N=C(C)C2C(=O)Nc2cc(C(F)(F)F)ccc2Cl)c1 (configuration not stated)
37	1	CSc1nc(C(=O)N2CCc3c(cnc(C)c3CNC(=O)/C=C/c3cccs3)C2)cs1
38	-5	COc1ccc(S(=O)(=O)n2nc(C)c(S(=O)(=O)N3CCCCCC3)c2C)cc1C
39	-5	Cc1ccc(NC(=O)c2ccc(S(=O)(=O)N3CCOCC3)cc2)c(C)c1
40	10	Brc1cc(-c2ccnc(Br)c2)ccn1
41	0	Cc1ccc(NC(=O)C2CCN(C3NS(=O)(=O)C(c4ccc(C(C)C)cc4)C3C)CC2)cc1 (configuration not stated)
42	-3	CCOC(=O)C1CCN(C(=O)CSc2n[nH]c(-c3ccccc3)n2)CC1
43	-7	COCCN1N=C(C)C(C)n2c1nc1c2c(=O)n(C)c(=O)n1C (configuration not stated)
44	-7	CC(=O)Nc1cc(C)c(S(C)(=O)=O)c(C)c1
45	1	CCCCc1ccc2c(c1)C1(OCCCO1)C(=O)N2CC
46	11	C=C(C)Cn1c(SCC(=O)Nc2nccs2)nc2sc3c(c2c1=O)CCC3
47	3	CCOC(=O)c1cccc(NC(=O)NCc2cccn2Cc2ccccc2)c1
48	-14	CC(=O)NC(=S)NNC(=O)c1ccccc1OCc1ccccc1
49	0	CCOC(=O)CNC(=O)N1CCc2ccc(NC(=O)c3ccccc3Cl)cc2C1
50	-3	CCOC(=O)Cc1ccc(NC(=O)Nc2ccccc2OCc2cc(=O)n3ccccc3n2)cc1
51	3	O=c1c2c(ncn2Cc2ccccc2)n(Cc2ccccc2)c(=O)n1Cc1ccccc1
52	10	O=C(Nc1nnc(C2CCCCC2)s1)c1cc(Cl)ccc1Cl
53	-3	CC(C)N(C(=O)Cn1cc(S(=O)(=O)Cc2ccc(Cl)cc2)c2ccccc21)C(C)C
54	-3	CCN(CC)C(=O)C1C(=O)NC2(C)CC1c1ccccc1O2 (configuration not stated)
55	-4	COc1ccc(C(=O)N2CCCC(CCC(=O)N3CCCC3)C2)cc1OC (configuration not stated)
56	-8	COc1cc(/C=C2\C(=O)NN(c3ccc(Br)cc3)C2=O)cc(OC)c1OC

Next records.
entry	RBX1-CUL1 inh	structure
57	-4	CCc1ccccc1NC(=O)Cn1c(=O)n(-c2cccc(C)c2)c(=O)c2c1c1cc(OC)ccc1n2C
58	-4	Cc1ccc(OCC(O)CN2CC(C)OC(C)C2)cc1 (configuration not stated)
59	-6	C/C=C/C=N/NC(=O)c1cccc(OC)c1
60	-8	Cc1ccccc1NC(=O)CSc1ncn(-c2ccccc2)n1
61	14	CCCNC(=O)c1nnn(-c2ccc(OCCC)cc2)c1C
62	-7	COc1ccc(/C=N/n2c(C)cc(C)c(C#N)c2=O)c2ccccc12
63	-5	CCN(CC)CCCNC(=O)CSc1nc2nc(C)c(Cc3c(F)cccc3Cl)c(C)n2n1
64	9	O=C1CC2C(CC(OC(=O)c3ccc(-c4ccccc4)cc3)C2CO)O1 (configuration not stated)

Screen by screen, from the results shown.
RBX1-CUL1 inh, compounds 57 to 64: -4, -4, -6, -8, 14, -7, -5, 9

Remaining list, next part.
entry	RBX1-CUL1 inh	structure
65	-5	CN(C)c1cc(N/N=C/c2ccc(OCc3ccc(F)cc3)cc2)nc(N(C)C)n1
66	-1	C/C(=N\NC(=S)NCc1ccco1)c1ccc(F)cc1
67	12	CCCOc1ccc(CN(C(=O)Cc2coc3ccc(CC)cc23)C2CCS(=O)(=O)C2)cc1 (configuration not stated)
68	-36	Clc1ccc(COc2ccccc2CNc2ccc(N3CCCC3)cc2)cc1
69	0	COCCCn1c(CN(C)CCc2cn[nH]c2)cnc1S(=O)(=O)C1CCCC1
70	-7	NC(=O)[C@@H]1CCCN1Cc1cnc(S(=O)(=O)CC2CC2)n1CC1CCCCC1
71	-5	CCCCOc1ccc(C2C(C(=O)c3ccc4c(c3)OCCO4)C(=O)C(=O)N2CCCN(C)C)cc1 (configuration not stated)
72	-8	CC(C)CN1CCc2nc(N3CCN(C)CC3)ncc2C1
73	-5	O=C(NCc1ccccc1Cl)c1ccc(Nc2nc3ccccc3n3nnnc23)cc1
74	12	CCOC(=O)C1=C(C)N=C2SCCC(=O)N2C1c1cc(Br)ccc1OC (configuration not stated)
75	-3	CCn1ccc2cc(S(=O)(=O)N3CCCN(C(=O)Nc4ccc(C)c(F)c4)CC3)ccc21
76	-1	COCCC(=O)N1CCc2ccc(NC(=O)CCc3ccc(C)cc3)cc2C1
77	0	CCC(=O)N1CCc2c([nH]c3ccccc23)C12C(=O)Nc1ccccc12 (configuration not stated)
78	-3	COc1ccc(C(=O)C2C(=O)C(=O)N(CCN3CCOCC3)C2c2cccs2)c(C)c1 (configuration not stated)
79	3	C=CCN1C(=O)N=C(Cc2ccc(N3CCOCC3)cc2)C1=O
80	-19	COc1ccc(CCNC(=O)C2C3CCC(O3)C2C(=O)O)cc1OC (configuration not stated)
81	-15	CCOC(=O)C1=c2s/c(=C/c3cccnc3)c(=O)n2C(=N)C(C(=O)OC)C1c1cccnc1 (configuration not stated)
82	-1	CC(C)c1ccc2c(c1)C(O)Cc1cc(Cl)ccc1S2 (configuration not stated)
83	-8	COc1ccc(-c2noc(CN3CCCC(C(C)=O)C3)n2)cc1 (configuration not stated)
84	2	CN1CCCCCC1C(=O)NCc1cccnc1N1CCN(c2ccccn2)CC1 (configuration not stated)
85	3	C=CCSc1nc2ccc(NC(=O)c3sc4nc(-c5cccs5)ccc4c3N)cc2s1
86	-3	O=C(Nc1cc(Oc2ccccc2)cc([N+](=O)[O-])c1)c1cnn2c(C(F)F)cc(-c3ccccc3)nc12
87	-4	O=C(COC(=O)c1c2c(nc3ccccc13)CCCC2)c1ccccc1Cl
88	15	COc1ccccc1N1CCN(c2nc(C)nc3sc4c(c23)CCCC4)CC1
89	1	O=C(c1ccco1)c1cn(CCOc2ccc(Cl)cc2)c2ccccc12
90	-3	Cc1ccc(CN2CCC3(CCCN(CC(C)(C)C)C3)C2)o1 (configuration not stated)
91	9	Cn1c(=O)c2nc(Cl)n(CC(=O)c3ccc(Cl)cc3)c2n(C)c1=O
92	5	Cc1nc2nc3[nH]c4ccccc4c3nn2n1
93	0	CCC(C)c1ccccc1NC(=O)C1CCN(C(=O)c2ccccc2F)CC1 (configuration not stated)
94	-2	CC(=O)CSc1nc2sc3c(c2c(=O)n1-c1ccccc1)CCC3
95	0	CSC1=C(c2ccc(C)s2)C(=NC(C)(C)C)C1
96	11	CCc1noc(C)c1C(=O)Nc1ccc(F)c(F)c1
97	2	N#Cc1ccc2c(c1)nnn2-c1ccccc1
98	1	CCOC(=O)c1cc(-c2ccc(OC)c(S(=O)(=O)NC3CCCCC3)c2)on1
99	-7	O=C(Cc1ccc(F)cc1)Nc1ccc(C(=O)c2ccccc2)cc1
100	-8	O=C1C2CCCCN2C(=O)N1CN1CCN(c2ccc([N+](=O)[O-])cc2)CC1 (configuration not stated)
101	-7	CCOC(=O)c1sc(NC(=O)c2cc(-c3ccc4c(c3)OCO4)nc3ccccc23)nc1C
102	-2	CCOC(=O)c1c(-c2cccc3ccccc23)csc1NC(=O)COc1ccccc1
103	3	CC(C)Oc1ccc(C(=O)NC(=S)Nc2c(Cl)cc(Cl)cc2Cl)cc1
104	7	CC(C)C[C@H](N)c1nnc(SCc2ccc(Cl)cc2Cl)o1
105	2	CC1N2C(=O)C(C(=O)c3nn[nH]n3)C(=O)c3cccc(c32)C1(C)C (configuration not stated)
106	6	O=S(=O)(Cc1ccc(F)cc1)N1CCN(c2ccccc2F)CC1
107	1	CCCCCSc1nc2cc(F)c(F)cc2[nH]1
108	3	CCc1cccc(CC)c1-n1nnc2c(sc3nc(C)cc(C)c32)c1=O
109	-5	CCOc1ccccc1C(=O)Nc1ccc(O)cc1C
110	6	CC1=Nc2nc(CCCO)nn2C(c2cccc(Cl)c2Cl)C1C(=O)Nc1ccc(F)cc1 (configuration not stated)
111	-4	O=C(Nc1cccc(O)c1)C(Cc1ccccc1Cl)=NC(=O)c1ccccc1
112	2	CCOC(=O)c1c(NC(=O)c2cc(C)on2)sc(C)c1C
113	-4	O=c1c2ccccc2nc(-c2ccccc2Cl)n1CCSCCn1c(-c2ccccc2Cl)nc2ccccc2c1=O
114	-4	O=C(CN1Cc2ccccc2OC(c2ccsc2)C1)N1CCC(N2CCOCC2)CC1 (configuration not stated)
115	6	Cc1ccccc1S(=O)(=O)Cc1ccc(C(=O)NC2CCCCC2)o1
116	0	Clc1ccc(-c2cnc3ccccc3n2)cc1
117	0	CCOc1ccccc1CNC(=O)C1CCN(c2nc3ccccc3nc2C(F)(F)F)CC1
118	-4	O=C(CCC1CCN(Cc2cccn2-c2cccnc2)CC1)NCC1CCCO1 (configuration not stated)
119	-11	CC(C)c1ccc(OCC(O)CN2CCN(Cc3ccc4c(c3)OCO4)CC2)cc1 (configuration not stated)
120	-2	COC(=O)c1ccccc1NC(=O)c1cc(=O)c2ccc(C)c(C)c2o1
121	-10	Cc1ccc(N2CCN(C(=O)c3cn(C)c4ccc(S(=O)(=O)N(C)C)cc4c3=O)CC2C)cc1 (configuration not stated)

Molecules from the list above that have fluorine, in the order listed:
entry	RBX1-CUL1 inh	structure
8	-2	O=C(Nc1cnn(Cc2ccc(Cl)cc2Cl)c1)c1cc2nc(-c3ccccc3)cc(C(F)(F)F)n2n1
9	-10	OCC1CCCN(C(=S)Nc2cc(F)cc(F)c2)C1 (configuration not stated)
20	-6	Cc1ccc(CCNC(=O)c2cc3c(-c4ccccc4F)nn(C)c3s2)cc1
24	-8	CC1=Nc2nc(C(F)(F)F)nn2C(c2ccc(C(C)C)cc2)C1C(=O)Nc1ccc(C)cc1C (configuration not stated)
26	0	Cc1ccccc1S(=O)(=O)Nc1cccc(F)c1
36	-5	COc1ccc(OC)c(C2C3=C(CC(c4ccccc4)CC3=O)N=C(C)C2C(=O)Nc2cc(C(F)(F)F)ccc2Cl)c1 (configuration not stated)
63	-5	CCN(CC)CCCNC(=O)CSc1nc2nc(C)c(Cc3c(F)cccc3Cl)c(C)n2n1
65	-5	CN(C)c1cc(N/N=C/c2ccc(OCc3ccc(F)cc3)cc2)nc(N(C)C)n1
66	-1	C/C(=N\NC(=S)NCc1ccco1)c1ccc(F)cc1
75	-3	CCn1ccc2cc(S(=O)(=O)N3CCCN(C(=O)Nc4ccc(C)c(F)c4)CC3)ccc21
86	-3	O=C(Nc1cc(Oc2ccccc2)cc([N+](=O)[O-])c1)c1cnn2c(C(F)F)cc(-c3ccccc3)nc12
93	0	CCC(C)c1ccccc1NC(=O)C1CCN(C(=O)c2ccccc2F)CC1 (configuration not stated)
96	11	CCc1noc(C)c1C(=O)Nc1ccc(F)c(F)c1
99	-7	O=C(Cc1ccc(F)cc1)Nc1ccc(C(=O)c2ccccc2)cc1
106	6	O=S(=O)(Cc1ccc(F)cc1)N1CCN(c2ccccc2F)CC1
107	1	CCCCCSc1nc2cc(F)c(F)cc2[nH]1
110	6	CC1=Nc2nc(CCCO)nn2C(c2cccc(Cl)c2Cl)C1C(=O)Nc1ccc(F)cc1 (configuration not stated)
117	0	CCOc1ccccc1CNC(=O)C1CCN(c2nc3ccccc3nc2C(F)(F)F)CC1
